Bioassay records as filed in PubChem BioAssay.
GSTO1 inh – counter-screen for RBBP9 inhibitors: inhibitors of human GSTO1 | P78417 | recombinant GSTO1, activity-based probe fluorescence polarization | inhibition, % at 5.96 µM | actives 1.1% (n = 300,000) | AID 1974;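 active means inhibition above the campaign mean inhibition plus 3 SD, cut at about 35% in these data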;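 further: 0% = GSTO1-1 with DMSO and 100% = wells lacking GSTO1-1 enzyme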
LYPLA2 counter – blocks human lysophospholipase 2, a PME1 counter-screen; inhibition, % at 5.9 µM; O95372; recombinant LYPLA2, FP-Rh probe fluorescence polarization; actives 0.38% (n = 320,000);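 active means inhibition above the screen-wide mean plus 3 SD, limit set per campaign, cut at about 26% in these data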;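 further: 0% = LYPLA2 with DMSO and 100% = wells lacking LYPLA2 enzyme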
Target sequence (O95372 whole entry, looked up): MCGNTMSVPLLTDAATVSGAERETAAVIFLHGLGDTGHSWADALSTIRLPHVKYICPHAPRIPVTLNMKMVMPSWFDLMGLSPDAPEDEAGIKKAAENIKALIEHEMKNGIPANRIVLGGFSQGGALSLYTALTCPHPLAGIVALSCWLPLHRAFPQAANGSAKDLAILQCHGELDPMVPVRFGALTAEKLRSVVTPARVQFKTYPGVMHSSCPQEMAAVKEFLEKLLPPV
LYPLA1 counter – blocks human lysophospholipase 1, a PME1 counter-screen. O75608. recombinant LYPLA1, FP-Rh probe fluorescence polarization. inhibition, % at 5.9 µM. actives 0.16% (n = 320,000);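 active means inhibition above the mean of all tested compounds plus 3 SD, set per campaign, cut at about 14% in these data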;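 further: inhibitors block serine hydrolase probe labeling of LYPLA1 so polarization falls; 0% = enzyme with DMSO and 100% = wells lacking LYPLA1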
PAFAH1B3 FP inh – inhibitors of human PAFAH1B3; Q15102; recombinant PAFAH1B3, FP-rhodamine probe, fluorescence polarization; inhibition, % at 3.39 µM; actives 0.28% (n = 340,000); AID 492972;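 active means inhibition above the screen-wide average of all tested compounds plus 3 SD, cut at about 25% in these data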;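 further: 0% = enzyme with DMSO only and 100% = wells lacking PAFAH1B3 protein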
PAD4 FP inh – inhibitors of human PAD4. actives 0.41% (n = 330,000). Q9UM07. inhibition, % at 6.36 µM. AID 485272. recombinant PAD4, RCA probe fluorescence polarization;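 active means percent inhibition above a cutoff equal to the mean of all tested compounds plus 3 SD, cut at about 15% in these data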;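 further: 0% = PAD4 with RCA probe and DMSO and 100% = probe without PAD4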
Target sequence (Q9UM07 whole entry, looked up): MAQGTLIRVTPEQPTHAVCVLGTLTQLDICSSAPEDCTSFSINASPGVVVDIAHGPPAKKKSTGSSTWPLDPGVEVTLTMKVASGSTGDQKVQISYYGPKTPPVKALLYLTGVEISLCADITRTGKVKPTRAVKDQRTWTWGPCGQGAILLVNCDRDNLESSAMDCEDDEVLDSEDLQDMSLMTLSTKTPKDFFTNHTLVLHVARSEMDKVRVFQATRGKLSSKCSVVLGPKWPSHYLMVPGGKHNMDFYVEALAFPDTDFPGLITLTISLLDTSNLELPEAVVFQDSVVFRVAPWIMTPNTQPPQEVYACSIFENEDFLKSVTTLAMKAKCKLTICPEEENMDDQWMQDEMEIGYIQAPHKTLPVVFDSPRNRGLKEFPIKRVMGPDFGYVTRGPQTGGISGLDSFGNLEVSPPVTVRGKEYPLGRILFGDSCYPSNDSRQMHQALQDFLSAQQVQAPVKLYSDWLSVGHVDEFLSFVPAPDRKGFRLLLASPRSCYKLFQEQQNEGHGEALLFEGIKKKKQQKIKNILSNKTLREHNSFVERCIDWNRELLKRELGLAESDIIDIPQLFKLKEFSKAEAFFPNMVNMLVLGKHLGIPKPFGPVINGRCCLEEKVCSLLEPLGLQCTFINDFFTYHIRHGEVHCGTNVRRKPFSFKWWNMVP
pPAFAH FP inh – pPAFAH (human) enzyme inhibition | inhibition, % at 3.39 µM | AID 463082 | actives 1.5% (n = 330,000) | recombinant pPAFAH, FP-rhodamine probe fluorescence polarization | Q13093;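 active means inhibition above the mean inhibition across the screen plus 3 SD, cut at about 25% in these data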;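 further: inhibitors block binding of the rhodamine activity-based probe so polarization drops; 0% = enzyme with DMSO and 100% = wells lacking pPAFAH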
PREPL inh – inhibitors of human prolyl oligopeptidase-like enzyme PREPL; Q4J6C6; recombinant PREPL, fluorescence polarization activity-based probe; inhibition, % at 5.96 µM; actives 0.68% (n = 320,000); in the data active means inhibition above about 43%;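 further: 0% = enzyme with DMSO and 100% = wells lacking enzyme; many of its hits are not listed in these tables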
PAFAH2 inh – PAFAH2 (human) inhibition | recombinant PAFAH2, FP-rhodamine activity probe, fluorescence polarization | inhibition, % at 3.39 µM | actives 0.99% (n = 340,000) | AID 492956;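 active means inhibition above the mean over all tested compounds plus 3 SD, cut at about 30% in these data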;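 further: inhibitors block probe labeling of enzyme so polarization drops; 0% = enzyme with DMSO and 100% = wells lacking PAFAH2 protein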
PAFAH1B2 FP inh – inhibitors of human PAFAH1B2. recombinant PAFAH1B2, FP-rhodamine activity probe, fluorescence polarization. inhibition, % at 3.39 µM. actives 1.2% (n = 340,000). AID 492953;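 active means inhibition above the mean of all tested compounds plus 3 SD, cut at about 24% in these data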;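 further: 0% = enzyme with DMSO and 100% = wells lacking PAFAH1B2; many of its hits are not listed in these tables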
* = called active by the depositor; / = not tested or not shown; & = joins results of further samples; ! = not active in a repeat.

SMILES | GSTO1 inh | LYPLA2 counter | LYPLA1 counter | PAFAH1B3 FP inh | PAD4 FP inh | pPAFAH FP inh | PREPL inh | PAFAH2 inh | PAFAH1B2 FP inh
O=C(Nc1ccc(F)c(Cl)c1)c1ccccc1 | 2.9 | 0.8 | -0.6 | 4.3 | 1.6 | 8.8 | -8.0 | 4.0 | 6.8
O=C(O)CCN1C(=O)c2ccccc2Sc2ncccc21 | 5.6 | -1.3 | 0.6 | 7.0 | -2.0 | 5.9 | -3.5 | -4.0 | 1.5
CN(CC(=O)Nc1ccc(Cl)c(C(F)(F)F)c1)C(=O)c1cnccn1 | / | / | / | 7.7 | 0.8 | 0.0 | 19.5 | -2.1 | 1.8
Cc1ccc(S(=O)(=O)N2CCN(C(=O)c3c(-c4ccccc4)noc3C)CC2)cc1C | 2.2 | 6.5 | 2.3 | 3.8 | 5.3 | -5.1 | 23.0 | 1.4 | -0.1
Cc1cc(N)n(-c2cc(C)c3ccccc3n2)n1 | -0.8 | 10.0 | 1.9 | 6.8 | -3.5 | 1.3 | 5.6 | 1.9 | 5.6
COCCNC(=O)c1nn(-c2cc(OC)cc(OC)c2)c(=O)c2ccccc12 | -0.6 | 4.2 | 1.8 | 1.3 | -1.9 | -1.9 | 10.4 | -8.7 | 0.7
C=CCc1cc(C=O)cc(OCC)c1OCc1ccc(Cl)cc1 | -5.6 | -0.2 | -1.6 | 5.0 | 1.3 | 3.2 | 10.0 | 0.8 | 2.0
Cc1ccc(C)c(OCC(=O)Nc2ccncc2)c1 | -0.3 | 8.4 | 0.8 | 10.4 | 1.8 | 1.6 | 3.8 | 7.0 | 5.2
COCC(C)NC(=O)C(C)Oc1ccccc1 (centres undefined) | 6.1 | -3.6 | -2.0 | 2.8 | -1.7 | -0.6 | 5.5 | -6.0 | 2.2
O=C(NCCN1C(=O)S/C(=C\c2cccnc2)C1=O)c1cccc(OC(F)F)c1 | 0.8 | 0.1 | -2.5 | 0.0 | 1.1 | -1.0 | 4.1 | 2.0 | -3.2
Cc1noc(C)c1C(=O)OCC(=O)Nc1ccccc1C(=O)NC(C)c1ccccc1 (centres undefined) | 6.0 | 1.6 | -1.9 | 4.7 | 2.4 | 4.3 | -5.6 | -7.1 | 3.9
CC1(C)CC(=O)C(C(=O)CCCCC(=O)C2C(=O)CC(C)(C)CC2=O)C(=O)C1 | -3.0 | 1.5 | 3.1 | 6.5 | -3.9 | 3.2 | -5.3 | -4.5 | 6.9
CCc1nnc(NC(=O)[C@@H]2CCCN2S(=O)(=O)c2ccc3c(c2)OCCO3)s1 | 7.3 | 9.7 | 8.7 | -1.5 | -5.2 | 5.1 | 9.1 | 0.5 | -2.1
O=C(c1ccccc1)c1ccc(O)cc1O | 0.4 | -6.5 | -3.4 | -10.2 | -6.2 | -1.1 | 12.2 | -13.7 | -2.9
CCOC(=O)C1=C(COC(=O)CNC(=O)c2ccc(C(C)(C)C)cc2)NC(=O)NC1C (centres undefined) | -8.9 | 6.4 | 4.5 | 1.8 | 0.6 | 2.4 | 19.3 | 2.5 | 13.4
O=C(CN1CCN(c2ccccn2)CC1)Nc1cccc(Br)c1 | -1.9 | -0.9 | -2.7 | 2.0 | -2.1 | -7.6 | -42.4 | 8.3 | 2.9
CC1CN(C(=O)CCc2ccccc2)C(C)CN1C(=O)CCc1ccccc1 (centres undefined) | 0.7 | 14.2 | 8.1 | 0.8 | 2.1 | -0.1 | 4.5 | -5.4 | 4.5
O=C1CN(C(=O)c2cc(F)cc(F)c2)c2ccccc2N1 | 5.4 | 1.2 | 0.3 | -3.9 | -0.1 | 2.8 | -6.7 | 7.7 | 0.8
CC(=O)Oc1ccc(C2=NN(c3ccccc3)C(c3ccccc3)C2)cc1 (centres undefined) | -2.6 | 7.0 | 0.7 | 8.4 | -2.8 | 7.7 | 2.5 | -4.3 | 1.8
CC(C)(C)C(=O)Nc1cc(C(F)(F)F)ccc1-n1ccnc1 | -3.4 | -5.8 | 0.2 | 11.3 | -0.6 | 6.4 | 0.4 | -0.9 | 3.6
O=C(CCc1nc2ccccc2[nH]c1=O)N/N=C/c1ccccc1 | 0.3 | 2.4 | 3.0 | -10.6 | -6.9 | 2.1 | -5.0 | 1.5 | 2.5
Cc1ccccc1C1NC(=S)NC2=C1C(=O)CC(C)(C)C2 (centres undefined) | -4.4 | -6.0 | -2.7 | 13.3 | 5.1 | -5.2 | 5.1 | 3.9 | 0.7
COc1cccc(C2Cc3ccccc3C(=O)O2)c1 (centres undefined) | -2.1 | -4.5 | -1.1 | 4.1 | 2.4 | -3.7 | -5.3 | -1.5 | -0.9
O=C(Nc1cccc(-n2cnnn2)c1)c1ccc(Cl)cc1Cl | -8.3 | 0.9 | -3.3 | 0.9 | 4.1 | -0.6 | 13.9 | -7.1 | 4.4
CNCCCC12CCC(c3ccccc31)c1ccccc12 | 5.2&5.7&-3.9 | 0.8&1.8&2.1 | -3.0&-4.7&0.9 | 50.2*! | 0.1&-5.1&2.2 | -1.0&1.6&-1.6 | -54.3&-53.9&-55.3 | 2.2&-9.3&2.6 | -1.1&-2.2&2.7

An excerpt from above in order of their number in pPAFAH FP inh, low to high.
| SMILES | pPAFAH FP inh |
| --- | --- |
| Cc1ccccc1C1NC(=S)NC2=C1C(=O)CC(C)(C)C2 (centres undefined) | -5.2 |
| O=C(c1ccccc1)c1ccc(O)cc1O | -1.1 |
| COCC(C)NC(=O)C(C)Oc1ccccc1 (centres undefined) | -0.6 |
| CC(=O)Oc1ccc(C2=NN(c3ccccc3)C(c3ccccc3)C2)cc1 (centres undefined) | 7.7 |

(list continues)
SMILES | GSTO1 inh | LYPLA2 counter | LYPLA1 counter | PAFAH1B3 FP inh | PAD4 FP inh | pPAFAH FP inh | PREPL inh | PAFAH2 inh | PAFAH1B2 FP inh
CCOC(=O)c1ccccc1NC(=O)Cn1cnc2c(cnn2-c2ccccc2)c1=O | 2.0 | 10.2 | 2.5 | 4.4 | -0.7 | -0.6 | 7.2 | -2.7 | 1.4
Cc1cccc(CSCc2ccc(C(=O)NC3CCCC3)o2)c1 | -3.4 | -2.3 | -1.9 | 9.5 | 3.2 | 20.4 | 11.6 | 2.5 | 1.8
CCn1nc(C)c(/C=N\NC(=O)c2ccc3c(c2)OCO3)c1C | 0.4 | -4.5 | -1.0 | 1.0 | -3.7 | 0.2 | -5.8 | 3.1 | 0.1
C=CCOc1nc2c(c(=O)n(C)c(=O)n2C)n1Cc1ccccc1Cl | 8.4 | 6.8 | 2.0 | -1.0 | 1.7 | 1.9 | 15.9 | -11.1 | 1.1
Cc1cccc(C(=O)Nc2nnc(C3=COCCO3)o2)c1 | -4.4 | 1.5 | -1.9 | 7.2 | -3.3 | 5.3 | 11.5 | 6.7 | -1.2
O=C(Nc1ccccc1N1CCN(C(=O)c2ccccc2)CC1)c1cc2ccccc2o1 | 0.9 | -2.3 | 0.1 | 11.8 | 3.5 | 1.4 | -0.5 | -4.5 | -1.4
COC(=O)c1cc2occc2n1CC(=O)Nc1ccc(C)cc1C | 13.7 | -2.0 | -1.2 | 2.0 | -2.3 | 2.9 | 4.0 | 5.0 | -4.4
Cc1ccc(SCC(=O)NC2CCCCCC2)cc1 | 18.9 | 7.8 | -1.4 | -6.5 | 3.7 | 0.0 | 8.0 | -3.3 | 22.1
O=S(=O)(c1ccccc1Br)N(CC(O)COCc1ccccc1)C1CC1 (centres undefined) | / | / | / | 8.7 | -0.7 | 4.8 | / | 3.4 | 8.3
O=C(/C=C/c1ccc(F)cc1)Nc1ccc(S(=O)(=O)N2CCOCC2)cc1 | -2.0 | -5.3 | -8.6 | 8.1 | -0.5 | 0.7 | 14.2 | -14.7 | -3.8
Fc1ccc(NC(=S)N2CCCC2)cc1 | 7.7 | 2.4 | 1.0 | 6.5 | -1.1 | 4.2 | -8.2 | -0.1 | 1.8
COc1ccc(CCN2C(=O)CC(Cc3cccc(C)c3)C2=O)cc1OC (centres undefined) | -7.3 | -5.9 | -0.2 | 4.3 | -1.9 | -0.9 | -31.3 | 7.4 | 4.0
Cc1nnc(NC(=O)C(C)Oc2ccc3c(C)cc(=O)oc3c2)s1 (centres undefined) | 2.1 | -6.7 | -1.5 | -3.8 | -3.8 | 1.8 | -3.8 | 6.6 | 0.0
COc1ccccc1NC(=O)c1cccc(NC(=O)c2ccco2)c1 | -17.3 | -5.8 | -2.1 | 2.0 | 0.1 | -1.4 | -6.8 | -6.7 | -4.4
O=C(CC1OC(=O)c2ccccc21)Nc1cc(Cl)ccc1N1CCCC1 (centres undefined) | 5.0 | 6.3 | 1.2 | 6.2 | -4.7 | 5.2 | 8.6 | 4.7 | 0.8
CCN(CC)C(=O)Cn1c(=O)n(Cc2ccccc2Cl)c2c1c(=O)n(C)c(=O)n2C | -1.4 | 2.1 | -1.3 | -3.4 | -0.1 | 2.2 | 16.3 | -5.8 | 4.5
COc1ccc(C(c2c(C)[nH][nH]c2=O)c2c(C)[nH][nH]c2=O)cc1Br | 23.0 | 5.3 | 1.1 | 7.7 | -14.4 | 4.9 | 1.9 | 9.2 | 1.0
CC(C)n1cc(CN2CCC(C(=O)Nc3ccc(Oc4ccccc4F)cc3)CC2)cn1 | 3.8 | 6.1 | -0.5 | 10.4 | 1.2 | 20.7 | 4.7 | -2.3 | -1.0
CCc1noc(C)c1C(=O)N(CCCOC)c1c(N)n(Cc2ccccc2)c(=O)[nH]c1=O | 9.3 | 2.2 | -0.3 | 5.2 | 4.0 | -2.2 | 9.4 | -2.0 | 1.9
CCOC(=O)c1nnn2c1nc(Nc1cccc(C(F)(F)F)c1)c1ccccc12 | 3.4 | 2.9 | -2.1 | / | 1.4 | 2.7 | 5.1 | / | /
Cc1ccc(C)c(Nc2ncccc2C(=O)NCc2cccs2)c1 | 7.6 | 5.3 | -5.8 | 4.7 | -0.9 | 10.1 | 11.5 | -3.9 | -2.1
Cc1ccc2nc3c(cc2c1)c(NC(=O)C(C)(C)C)nn3CC(C)C | -12.4 | -6.4 | -0.3 | -0.9 | -1.8 | 3.8 | 6.8 | 4.3 | 1.2
N/C(=N\OC(=O)c1cccs1)c1cccc(Br)c1 | 0.1 | 1.8 | -2.4 | -1.6 | -1.3 | 9.0 | 0.7 | 47.2* | 6.2
COc1cccc(C(=O)NC2CCSC2=O)c1 (centres undefined) | -3.5 | 3.1 | -0.2 | 10.8 | -6.0 | 7.8 | -2.8 | 10.5 | -1.1
CS(=O)(=O)c1ccc(NC(=O)c2cccc(S(=O)(=O)N3CCN(Cc4ccccc4)CC3)c2)cc1 | -3.2 | -17.8 | -9.7 | -7.4 | -0.6 | -1.6 | -3.6 | -14.4 | -9.4
O=C(CCC(F)(F)F)N1CCCC(N2CCN(c3cccc(Cl)c3)CC2)C1 (centres undefined) | -1.8 | 30.2* | -1.4 | 3.1 | -2.5 | -4.8 | 4.2 | 1.5 | 4.2
CC1=CC(C)(C)Nc2ccc(OC(=O)CN3C(=O)c4ccccc4C3=O)cc21 | 55.8* | -4.4 | -1.2 | 6.7 | -5.1 | -2.8 | 8.9 | 6.0 | 3.1
COc1ccc(OCC(O)Cn2c(Br)nc3c2c(=O)[nH]c(=O)n3C)cc1 (centres undefined) | -3.5 | 3.0 | 5.0 | 7.5 | -7.5 | -1.1 | 3.1 | -2.5 | 2.8

The list is partial; rates above refer to the full screens.
